# Compound activity deposited in PubChem by Broad Institute.
# T cruzi growth = T. cruzi proliferation inhibition | T. cruzi beta-gal in NIH3T3, GalScreen luminescence, 90 h | inhibition, % at 8.34 µM | 5.9% of 77,000 active;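 active = mean inhibition above about 93%, with at least 55% of replicates each passing it, limit read from the data, passing the limit was not always enough; inconclusive = only one of those two conditions holds; inactive = neither condition holds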
# GASC1 inh = inhibitors of human demethylase GASC-1 KDM4C; Q9H3R0; GST-KDM4C 2-372, H3K9me3 peptide, LANCE TR-FRET; inhibition, % at 12.5 µM; 0.15% of 96,000 active;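 active = mean replicate inhibition above about 25%, with at least 55% of replicates also reaching it, limit read from the data, passing the limit was not always enough; inconclusive = only one of those two conditions met; inactive = neither condition met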
# Target sequence (Q9H3R0 2-372 limits assumed): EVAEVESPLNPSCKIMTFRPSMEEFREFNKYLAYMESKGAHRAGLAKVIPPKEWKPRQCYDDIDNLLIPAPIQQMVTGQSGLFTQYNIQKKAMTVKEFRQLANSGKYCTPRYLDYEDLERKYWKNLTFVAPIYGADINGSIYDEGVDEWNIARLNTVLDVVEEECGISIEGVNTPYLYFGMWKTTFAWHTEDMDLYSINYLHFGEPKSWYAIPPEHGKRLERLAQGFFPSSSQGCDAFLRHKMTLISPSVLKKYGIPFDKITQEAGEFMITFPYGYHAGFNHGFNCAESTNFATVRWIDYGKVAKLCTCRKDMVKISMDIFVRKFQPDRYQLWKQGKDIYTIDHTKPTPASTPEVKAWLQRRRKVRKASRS
#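 Assay system: GST-GASC-1 enzyme fragment 2-372 | Amount: 10 nM enzyme | Medium: HEPES buffer, pH 7.5, plus ascorbate | Reagent: H3K9me3 peptide substrate, Fe(II), 2-oxoglutarate | Doses: Single-point compound screen | Incubation: 30 min demethylation and 1 h detection at room temperature | Measured by: LANCE TR-FRET, excitation 340 nm, emissions 618 and 671 nm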
# C diff HTS = blocks growth of Clostridium difficile; Clostridium difficile clinical isolate growth, OD600, 24 h; active compounds read low; growth activity, negative = inhibition, % at 16 µg/mL (by protocol); 0.25% of 86,000 active; AID 1259249;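 active = mean growth activity at or below -80% and every replicate also at or below -80%; inconclusive = mean at or below -80% but some replicate above -80%; inactive = mean growth activity above -80%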;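 also: 0% = DMSO wells and -100% = levofloxacin 16 µg/mL wells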
# Pf Dd2 growth = P. falciparum Dd2 growth inhibition; AID 1159554; 2.3% of 94,000 active; SYBR Green, 72 h; active compounds read low; activity change, % at 10 µM; in the data active = activity change below about -80%; inconclusive = no clear call, values can overlap the other calls
# An asterisk follows results filed as active; ? = inconclusive; . = not tested or not shown.
no. | Compound | T cruzi growth | GASC1 inh
1 | O=C(c1cnccn1)N1CC(=O)N2[C@H](CO)[C@H](c3ccc(C#CC4CC4)cc3)[C@H]2C1 | . | -1.8
2 | CO[C@@H]1CN(C)C(=O)c2cc(NC(C)=O)ccc2OC[C@@H](C)N(C(=O)c2ccc(F)cc2)C[C@@H]1C | -4 | 3.0
3 | CCNC(=O)[C@H]1[C@H](CO)[C@H]2Cn3c(ccc(C4=CCCC4)c3=O)[C@@H]1N2S(=O)(=O)c1cn(C)cn1 | . | 0.6
4 | COc1ccc(S(=O)(=O)Nc2ccc3c(c2)C(=O)N([C@H](C)CO)C[C@H](C)[C@@H](CN(C)C(=O)Nc2c(C)noc2C)O3)cc1 | 11 | -2.6
5 | CCCN1[C@@H]2Cn3c(ccc(-c4ccccc4)c3=O)[C@H]1[C@@H](C(=O)NCC)[C@@H]2CO | 4 | -0.6
6 | CN(C)C(=O)C[C@H]1C[C@@H]2c3cc(NS(C)(=O)=O)ccc3O[C@@H]2[C@@H](CO)O1 | -48 | -1.0
7 | C[C@H]1CN([C@@H](C)CO)C(=O)Cc2cc(NS(=O)(=O)c3cccs3)ccc2O[C@H]1CN(C)S(=O)(=O)c1ccccc1 | 23 | -0.5
8 | CCC(=O)Nc1ccc2c(c1)OC[C@@H](C)NC[C@@H](C)[C@H](OC)CN(C)C2=O | -7 | 0.4
9 | C[C@@H]1CN([C@@H](C)CO)C(=O)c2cc(NC(=O)C3CCCCC3)ccc2O[C@@H](C)CCCCO[C@@H]1CN(C)S(=O)(=O)c1ccc(Cl)cc1 | ? | -0.8
10 | CNC[C@@H]1Oc2ncc(C#Cc3ccc(OC)c(OC)c3)cc2C(=O)N([C@H](C)CO)C[C@@H]1C | 37 | -0.1
11 | Cc1noc(C)c1S(=O)(=O)N(C)C[C@H]1Oc2ccc(NC(=O)C3CC3)cc2CC(=O)N([C@H](C)CO)C[C@H]1C | 18 | -0.4
12 | CO[C@H]1CN(C)C(=O)c2ccc(NC(=O)C3CC3)cc2OC[C@H](C)N(C(=O)c2ccccn2)C[C@@H]1C | . | -0.7

no. | C diff HTS | Pf Dd2 growth
1 | -4 | 0
2 | . | 8
3 | 4 | 22
4 | -4 | 0
5 | 2 | 0
6 | 1 | 19
7 | 8 | -8
8 | -1 | .
9 | 0 | -81*
10 | 1 | .
11 | -4 | 12
12 | -6 | 33

# Next section:
no. | Compound | T cruzi growth | GASC1 inh
13 | C[C@H](CO)N1C[C@H](C)[C@H](CN(C)C(=O)C2CCCCC2)Oc2ncc(C#CC3CCCCC3)cc2C1=O | 18 | -1.2
14 | C[C@@H]1CN([C@H](C)CO)C(=O)c2cc(NC(=O)c3ccncc3)ccc2O[C@@H]1CN(C)S(=O)(=O)c1ccc(Cl)cc1 | 24 | 0.0
15 | O=C(NCC[C@@H]1CC[C@H](NS(=O)(=O)c2cccc(F)c2)[C@H](CO)O1)C1CCOCC1 | . | -0.3
16 | C[C@H](CO)N1C[C@H](C)[C@H](CN(C)Cc2ccncc2)Oc2ccc(NS(=O)(=O)c3ccc(F)cc3)cc2CC1=O | -3 | -1.2
17 | C[C@@H](O)C#Cc1ccc2c(c1)O[C@@H](CN(C)Cc1ccccc1)[C@@H](C)CN([C@@H](C)CO)S2(=O)=O | -54 | .
18 | C[C@@H]1CN([C@H](C)CO)C(=O)Cc2cc(NS(C)(=O)=O)ccc2O[C@H]1CN(C)Cc1ccc(C(=O)Nc2ccccc2N)cc1 | . | 0.9
19 | Cc1noc(C)c1NC(=O)Nc1ccc2c(c1)CC(=O)N([C@H](C)CO)C[C@@H](C)[C@@H](CN(C)S(=O)(=O)c1ccc(F)cc1)O2 | 27 | 0.3
20 | O=C(C[C@@H]1CC[C@H]2[C@@H](COC[C@@H](O)CN2Cc2cccc(F)c2)O1)NCc1cccc(F)c1 | -10 | -0.2
21 | COc1ccc(NC(=O)Nc2ccc3c(c2)C(=O)N([C@H](C)CO)C[C@@H](C)[C@@H](CN(C)C)O3)cc1 | -44 | -0.3
22 | O=C(c1ccccc1)N1CC[C@@H]2[C@@H](CO)Nc3ccc(C#Cc4cccc(F)c4)cc3[C@@H]21 | 84 | -0.4
23 | CO[C@H]1CN(C)C(=O)c2ccc(NC(=O)Nc3ccc4c(c3)OCO4)cc2OC[C@@H](C)NC[C@H]1C | 27 | 6.5
24 | COC(=O)C[C@@H]1CC[C@H]2[C@@H](COc3ccc(NC(=O)c4cc(C)on4)cc3C(=O)N2C)O1 | -9 | -2.1

no. | C diff HTS | Pf Dd2 growth
13 | 11 | -38
14 | 2 | -2
15 | 2 | .
16 | -1 | -16
17 | 0 | -20
18 | 3 | 17
19 | -6 | 15
20 | 11 | -8
21 | -2 | 23
22 | 18 | -17
23 | 22 | -13
24 | -1 | 6

# Following part.
no. | Compound | T cruzi growth | GASC1 inh
25 | O=S(=O)(N[C@H]1CC[C@@H](CCn2cc(C3(O)CCCC3)nn2)O[C@H]1CO)c1ccc(Cl)cc1 | 46 | 1.1
26 | C[C@@H]1CN([C@H](C)CO)S(=O)(=O)c2ccc(-c3cncnc3)cc2O[C@H]1CN(C)C(=O)C1CC1 | 8 | -0.4
27 | COc1ccc(NC(=O)N(C)C[C@H]2OCCCC[C@@H](C)Oc3ccc(NC(=O)Nc4ccc(C(F)(F)F)cc4)cc3C(=O)N([C@@H](C)CO)C[C@H]2C)cc1 | 109* | -0.1
28 | COc1ccc(CNC(=O)C[C@H]2C=C[C@H](NC(=O)c3cccc(F)c3)[C@H](CO)O2)cc1 | -23 | 1.2
29 | COc1ccc(S(=O)(=O)N(C)C[C@@H]2OCCCC[C@@H](C)Oc3ccc(NC(=O)CCCCCC(=O)Nc4ccccc4N)cc3C(=O)N([C@H](C)CO)C[C@@H]2C)cc1 | 19 | 0.1
30 | C[C@@H]1CN([C@@H](C)CO)C(=O)c2cc(NC(=O)NC3CCCCC3)ccc2O[C@@H](C)CCCCO[C@@H]1CN(C)Cc1ccccc1 | -69 | 17
31 | C[C@H](CO)N1C[C@H](C)[C@H](CN(C)Cc2cccnc2)Oc2cc(C#CC3CCCCC3)ccc2S1(=O)=O | 90 | -2.4
32 | C[C@H](CO)N1C[C@H](C)[C@H](CN(C)CC2CCCCC2)OCCCC[C@H](C)Oc2ccc(NC(=O)Nc3ccc4c(c3)OCO4)cc2C1=O | 90 | -1.8
33 | CCCNC(=O)N(C)C[C@@H]1Oc2cc(C#CCC(C)C)ccc2S(=O)(=O)N([C@H](C)CO)C[C@H]1C | 56 | 3.1
34 | COc1ccc(S(=O)(=O)Nc2ccc3c(c2)C(=O)N([C@H](C)CO)C[C@H](C)[C@@H](CN(C)S(=O)(=O)c2ccc(C)cc2)OCCCC[C@@H](C)O3)cc1 | . | -0.4
35 | CN(C)C(=O)c1ccc(-c2ccc3c(c2)[C@H]2[C@H](CCN2Cc2ccc4c(c2)OCO4)[C@@H](CO)N3)cc1 | 53 | 0.4
36 | C[C@@H]1CN([C@H](C)CO)C(=O)c2cc(-c3cccc(C#N)c3)cnc2O[C@H]1CN(C)C(=O)c1ccccn1 | 23 | 5.3

no. | C diff HTS | Pf Dd2 growth
25 | . | -65
26 | -2 | 18
27 | 4 | -62
28 | 3 | -2
29 | 3 | -65
30 | 0 | -51
31 | . | -42
32 | -14 | -80
33 | -2 | -36
34 | . | -41
35 | 67 | -54
36 | -6 | 20

# Additional records:
no. | Compound | T cruzi growth | GASC1 inh
37 | COc1ccc(S(=O)(=O)N(C)C[C@@H]2Oc3c(NS(C)(=O)=O)cccc3C(=O)N([C@H](C)CO)C[C@@H]2C)cc1 | -14 | -1.0
38 | COc1ccc(NC(=O)N(C)C[C@@H]2Oc3ccc(NC(=O)C4CC4)cc3C(=O)N([C@@H](C)CO)C[C@@H]2C)cc1 | 25 | 2.2
39 | O=C(C[C@H]1C=C[C@H](NS(=O)(=O)c2ccc(F)cc2)[C@H](CO)O1)N1CCC(Cc2ccccc2)CC1 | ? | 1.2
40 | CN1C(=O)c2cc(NC(=O)c3cccs3)ccc2OC[C@@H]2O[C@@H](CC(=O)NCC(F)(F)F)CC[C@H]21 | 14 | 1.2
41 | C[C@@H]1CN([C@@H](C)CO)C(=O)Cc2cc(NC(=O)NC3CCCCC3)ccc2O[C@@H]1CN(C)S(=O)(=O)c1ccc(Cl)cc1 | 20 | .
42 | O=C(NCC[C@H]1CC[C@@H](NC(=O)c2cnccn2)[C@H](CO)O1)c1ccc2c(c1)OCO2 | . | -0.9
43 | C[C@H](CO)N1C[C@H](C)[C@@H](CN(C)C(=O)Nc2cc(F)ccc2F)Oc2cc(C#CC3CC3)ccc2S1(=O)=O | 114* | -2.1
44 | C[C@@H]1CN([C@@H](C)CO)C(=O)c2cc(NC(=O)Nc3ccc(C(F)(F)F)cc3)ccc2O[C@H]1CN(C)S(C)(=O)=O | . | -2.1
45 | C[C@@H]1CN([C@@H](C)CO)C(=O)c2cc(NS(=O)(=O)c3cn(C)cn3)ccc2O[C@@H]1CN(C)S(=O)(=O)c1ccc(Cl)cc1 | 13 | 1.5
46 | CCCN(C)C[C@@H]1Oc2ncc(-c3cccc(C(=O)N(C)C)c3)cc2C(=O)N([C@H](C)CO)C[C@@H]1C | -25 | -1.7
47 | CO[C@@H]1CN(C)C(=O)c2cc(NC(=O)Nc3ccccc3F)ccc2OC[C@@H](C)N(CC2CC2)C[C@@H]1C | -14 | 0.2
48 | COCCNC(=O)C[C@@H]1CC[C@@H](NC(=O)NC2CCCC2)[C@@H](CO)O1 | . | 1.5

no. | C diff HTS | Pf Dd2 growth
37 | 3 | -8
38 | -2 | -5
39 | 0 | 1
40 | -4 | -6
41 | 10 | -15
42 | 3 | 3
43 | . | -17
44 | -1 | 11
45 | 6 | 12
46 | 0 | -12
47 | . | 4
48 | -2 | -3

# New compounds follow.
no. | Compound | T cruzi growth | GASC1 inh
49 | O=C(C[C@H]1CC[C@H]2[C@@H](COC[C@@H](O)CN2C(=O)c2ccc3c(c2)OCO3)O1)NC1CCC1 | 6 | -1.1
50 | CC(C)NC(=O)N(C)C[C@@H]1Oc2ccc(NC(=O)Cc3cn(C)c4ccccc34)cc2C(=O)N([C@H](C)CO)C[C@H]1C | -10 | 2.1
51 | C[C@H]1CN([C@@H](C)CO)C(=O)c2cc(NC(=O)Nc3ccc4c(c3)OCO4)ccc2O[C@H]1CN(C)Cc1ccc(C(=O)Nc2ccccc2N)cc1 | 98* | 0.7
52 | COc1ccc(NC(=O)N(C)C[C@@H]2Oc3ccc(NC(=O)Nc4ccc(F)cc4)cc3CC(=O)N([C@H](C)CO)C[C@H]2C)cc1 | 19 | -0.5
53 | O=C(C[C@H]1C=C[C@H](NC(=O)C2CC2)[C@H](CO)O1)NCc1ccncc1 | . | -1.1
54 | C[C@H]1CN([C@@H](C)CO)S(=O)(=O)c2ccc(C#Cc3ccc(F)cc3)cc2O[C@@H]1CN(C)C(=O)NC1CCCC1 | 117* | -0.5
55 | C[C@@H]1CCCCO[C@H](CN(C)Cc2ccc(C(F)(F)F)cc2)[C@H](C)CN([C@@H](C)CO)C(=O)c2cc(NC(=O)NC3CCCCC3)ccc2O1 | 19 | -2.0
56 | C[C@@H]1CN([C@H](C)CO)C(=O)c2ccccc2-c2ccccc2CO[C@H]1CN(C)S(=O)(=O)c1ccc(F)cc1 | -11 | 0.8
57 | O=C(C[C@H]1C[C@@H]2c3cc(NC(=O)Nc4ccccc4F)ccc3O[C@@H]2[C@H](CO)O1)NCc1ccc(Oc2ccccc2)cc1 | 26 | -2.4
58 | COc1cccc(CN2CC3(CN(C)C3)c3c([nH]c4cc(OC)ccc34)[C@@H]2CO)c1 | . | 2.9
59 | O=C(C[C@@H]1C=C[C@@H](NS(=O)(=O)c2ccc(F)cc2)[C@H](CO)O1)NCCc1ccncc1 | 12 | 0.0
60 | N#Cc1ccc(-c2ccc3c(c2)[C@@H]2[C@@H](CCN2Cc2cncnc2)[C@@H](CO)N3)cc1 | 68 | 1.8
61 | O=C(c1ccccn1)N1CC2(C1)[C@@H](c1ccccc1)[C@@H](CO)N2C(=O)C1CCCC1 | . | -0.5
62 | CC(C)NC(=O)N(C)C[C@H]1Oc2ccc(NC(=O)CCCN(C)C)cc2C(=O)N([C@H](C)CO)C[C@@H]1C | . | 0.7

no. | C diff HTS | Pf Dd2 growth
49 | 6 | 7
50 | 1 | -6
51 | -4 | -3
52 | 0 | 5
53 | 3 | 12
54 | 5 | -80
55 | 2 | -40
56 | . | 53
57 | -2 | -33
58 | 5 | -31
59 | 12 | 31
60 | -13 | -35
61 | -2 | 18
62 | -1 | -3

# Single records (already shown). Order of values: T cruzi growth, GASC1 inh, C diff HTS, Pf Dd2 growth
# O=C(C[C@H]1C=C[C@H](NC(=O)C2CC2)[C@H](CO)O1)NCc1ccncc1 reads ., -1.1, 3, 12
# CC(C)NC(=O)N(C)C[C@H]1Oc2ccc(NC(=O)CCCN(C)C)cc2C(=O)N([C@H](C)CO)C[C@@H]1C reads ., 0.7, -1, -3
# C[C@H]1CN([C@@H](C)CO)C(=O)c2cc(NC(=O)Nc3ccc4c(c3)OCO4)ccc2O[C@H]1CN(C)Cc1ccc(C(=O)Nc2ccccc2N)cc1 reads 98*, 0.7, -4, -3
# O=C(C[C@@H]1C=C[C@@H](NS(=O)(=O)c2ccc(F)cc2)[C@H](CO)O1)NCCc1ccncc1 reads 12, 0.0, 12, 31
